# Source: PubChem BioAssay
# NIH3T3 tox: NIH 3T3 cell cytotoxicity; NIH 3T3 viability, CellTiter-Glo ATP luminescence, 48-72 h; Potency, µM (titrated, usually from 96.7 µM), for inactives: top-dose activity change, negative = cytotoxicity, usual class: inhibitors; 94,000 tested, 4.3% active; AID 1345082; also: potency is read from the fitted curve at half-maximal effect; nearly all actives have a fitted effect of over 55% in size
#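 NIH 3T3 cells at 400 cells/well received 23 nL of compound by pintool and were incubated 48 or 72 h at 37 °C. Viability was read as ATP-coupled CellTiter-Glo luminescence.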
# HEK293 viab: reduces viability of HEK-293 SNCA reporter cells; Potency, µM (doses to about 57.1 µM), inactives show at the highest dose activity change, negative = cytotoxicity, most hits filed as cytotoxic; 150,000 tested, 0.12% active; HEK-293-SNCA-luc viability, GF-AFC fluorescence, 24 h; AID 1671193;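 also: potency is read from the fitted curve at half-maximal effect; 0% = DMSO-treated cells and -100% = medium-only wells without cells; nearly all actives have a fitted effect of over 30% in size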
#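 Cytotoxicity counterscreen: after 24 h compound treatment of genome-edited SNCA-luciferase HEK-293 cells, live-cell protease substrate GF-AFC read by fluorescence after 30 min; activity scaled between DMSO (0%) and medium-only (-100%), curves Hill-fitted.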
# IP6K1 inh: IP6K1 kinase inhibition; activity change, % (series mostly up to about 58 µM); Q92551; IP6K1 kinase, ADP-Glo luminescence, 2 h; hits give low values; 140,000 tested, 0.81% active; in the data active = activity change below about -25%
# Target sequence (Q92551 whole entry, looked up): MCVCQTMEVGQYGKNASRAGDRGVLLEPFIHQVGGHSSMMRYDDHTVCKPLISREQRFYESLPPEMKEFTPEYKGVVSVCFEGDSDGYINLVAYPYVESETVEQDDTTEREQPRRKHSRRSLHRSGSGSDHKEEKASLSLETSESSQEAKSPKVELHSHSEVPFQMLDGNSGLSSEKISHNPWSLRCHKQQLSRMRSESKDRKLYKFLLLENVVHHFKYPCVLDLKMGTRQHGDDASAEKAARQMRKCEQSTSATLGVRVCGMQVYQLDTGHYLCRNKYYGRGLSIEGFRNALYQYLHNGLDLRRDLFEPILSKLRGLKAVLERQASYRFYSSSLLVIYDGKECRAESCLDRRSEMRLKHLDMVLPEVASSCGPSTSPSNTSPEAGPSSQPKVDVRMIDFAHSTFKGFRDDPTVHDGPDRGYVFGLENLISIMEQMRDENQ
#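 ADP-Glo luminescence measures ADP made by human IP6K1 during a 2 h RT reaction with ATP/IP6 (mix at 1.3 mM/130 uM); top library doses 57.5 and 19.1 uM final.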
# SNCA expr inhib: reduces expression of the alpha-synuclein gene; 140,000 tested, 0.17% active; Potency, µM (doses to about 57.2 µM), inactives show at the top dose activity change, negative = inhibition, usual class: inhibitors; HEK-293 SNCA-luciferase knock-in, luminescence, 24 h;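 also: potency is read from the fitted curve at half-maximal effect; plate controls were DMSO cells for no effect and cell-free wells for full effect; nearly all actives have a fitted effect of over 45% in size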
# HEK293 tox: cytotoxic compounds in HEK 293 cells; HEK 293 viability, ATP luminescence (CellTiter-Glo), 48-72 h; Potency, µM (highest dose often 115 µM), inactives show at the top dose activity change, negative = cytotoxicity, hits mostly inhibitors; 94,000 tested, 6.6% active; AID 1345083; also: potency is read from the fitted curve at half-maximal effect; nearly all actives have a fitted effect of over 60% in size
#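 HEK 293 cells seeded at 250 cells/well were exposed to compound for 48 or 72 hr at 37 degree Celsius. Viability taken as ATP content by CellTiter-Glo luminescence.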
# GPT2 inhibitor: blocks human glutamate pyruvate transaminase 2. Recombinant GPT2, coupled pyruvate oxidase/HRP Amplex Red fluorescence. Potency, µM (titrated, usually from 57.7 µM), for the others: at the highest dose activity change, negative = inhibition, usual class: inhibitors. 100,000 tested, 0.25% active. AID 1671188; also: potency is read from the fitted curve at half-maximal effect; nearly all actives have a fitted effect of over 60% in size; many of its hits are not listed in these tables
#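 Fluorescence read-out: pyruvate from GPT2 turnover coupled to pyruvate oxidase, HRP and Amplex Red (0.2mM ThPP, 0.2U/mL PO and HRP, 50uM Amplex final). Substrates 250uM a-KG, 2mM L-alanine; enzyme 10ng/uL; 30 min RT.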
# Luciferase inh: Photinus pyralis luciferase inhibition; purified P. pyralis luciferase, luminescence, biochemical; Potency, µM (series often up to 115 µM), inactives show top-dose activity change, negative = inhibition, actives largely listed as inhibitors; 76,000 tested, 2.5% active; AID 1347043; also: potency is read from the fitted curve at half-maximal effect; nearly all actives have a fitted effect of over 65% in size
# Target sequence (P08659 whole entry, looked up): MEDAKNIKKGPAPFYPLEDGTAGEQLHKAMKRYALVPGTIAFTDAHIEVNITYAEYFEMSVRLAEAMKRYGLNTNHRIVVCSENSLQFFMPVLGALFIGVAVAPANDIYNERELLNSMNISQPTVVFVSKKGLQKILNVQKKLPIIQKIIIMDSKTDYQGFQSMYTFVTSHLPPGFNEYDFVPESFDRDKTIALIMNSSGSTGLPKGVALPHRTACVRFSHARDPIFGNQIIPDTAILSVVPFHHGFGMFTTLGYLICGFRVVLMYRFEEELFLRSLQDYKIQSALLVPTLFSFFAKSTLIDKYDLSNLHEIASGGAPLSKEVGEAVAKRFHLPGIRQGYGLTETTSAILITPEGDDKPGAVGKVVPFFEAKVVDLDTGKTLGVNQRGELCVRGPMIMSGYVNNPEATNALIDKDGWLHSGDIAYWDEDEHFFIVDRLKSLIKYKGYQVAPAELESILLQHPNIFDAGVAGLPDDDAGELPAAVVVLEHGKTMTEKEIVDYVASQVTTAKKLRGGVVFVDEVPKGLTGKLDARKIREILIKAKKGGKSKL
#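 FLuc 10nM, D-luciferin 10uM, ATP 10uM, Mg acetate 10mM, Tris acetate pH 7.5, Tween/BSA; cpd qHTS; enzyme added last; CCD luminescence.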
# Starred values were filed as active, the others as inactive; i = inactive; ? = inconclusive; / = no result given; [ ] = dose if it differs, or a comment. Unless noted, calls follow the shape of the dose curve; as a rule, active = well fitted curve in the direction sought with a large enough effect; inconclusive = small, poorly fitted or top-dose-only effect, or another doubt; inactive = no such curve, though single readings can be large; an effect the other way counts as inactive or inconclusive. Unless noted, % is scaled to controls: 0 for no effect and ±100 for the full control effect.
# Start of the data: the first three compounds as a preview:
structure	IP6K1 inh	Luciferase inh	SNCA expr inhib	HEK293 viab	HEK293 tox	NIH3T3 tox	GPT2 inhibitor
Cc1noc(C)c1[S+](=O)([O-])N1CCCC2(COc3ccccc3C(=O)N2)C1 (stereo not drawn)	15	-9%	?	?	22µM*	35µM*	i
CCC1CN(C(=O)NCc2ccc(C)cc2)c2ccccc2O1 (stereo not drawn)	4	/	-7%	29%	/	/	/
Cc1ccc2nc3n(c2c1)[C@@H](CNC1CCN(C)CC1)COC3	-8	-5%[172 µM]	5%[87.6 µM]	2%[87.6 µM]	4%[172 µM]	i	?

# This part in full, from the first entry:
structure	IP6K1 inh	Luciferase inh	SNCA expr inhib	HEK293 viab	HEK293 tox	NIH3T3 tox	GPT2 inhibitor
Cc1noc(C)c1[S+](=O)([O-])N1CCCC2(COc3ccccc3C(=O)N2)C1 (stereo not drawn)	15	-9%	?	?	22µM*	35µM*	i
CCC1CN(C(=O)NCc2ccc(C)cc2)c2ccccc2O1 (stereo not drawn)	4	/	-7%	29%	/	/	/
Cc1ccc2nc3n(c2c1)[C@@H](CNC1CCN(C)CC1)COC3	-8	-5%[172 µM]	5%[87.6 µM]	2%[87.6 µM]	4%[172 µM]	i	?
COC(=O)CN1C(C(=O)c2ccccc2)=C(OC(=O)c2ccc(C)cc2)c2ccccc2S1(=O)=O	47	/	9%	?	/	/	/
Cc1cc2nc3n(c(=O)c2n1CC(=O)NCc1ccccc1Cl)CCCCC3	1	-11%	-2%	-13%	?	-20%	i
Cn1nccc1CN1CCn2c(nnc2-c2ccc(Cl)cc2)C1	6	/	-3%	10%	-3%	?	i
CC(C)N1CC(C(=O)NCc2ccc(F)cc2)NC1=O (stereo not drawn)	17	/	26%[87.6 µM]	-5%[12.5 µM]	-26%[172 µM]	-27%[138 µM]	5%[88.5 µM]
CCOc1ccc(C2=C(C(C)=O)Sc3nnc(C)n3N2C(C)=O)cc1	-8	/	36%[activator]	8%	/	/	/
Cc1ccc(OCC(=O)OCc2cc(=O)n3nc(-c4cccs4)sc3n2)cc1C	-23	/	-16%	19%	/	/	/
Cc1cnccc1CN(C)C(=O)c1cc(COc2ccc(-n3cncn3)cc2)on1	-4	0%	4%	-1%	?	?	2%
CC(C)NC[C@H]1O[C@H](Cc2cc(CN(C)Cc3ccccc3)on2)CC[C@@H]1O	-5	0%[172 µM]	?	3%[87.6 µM]	-15%[172 µM]	0%[174 µM]	?
CN1C(=O)c2ccccc2Sc2ccc(NC(=O)COc3ccc(Cl)cc3)cc21	1	/	?	-10%	/	/	/
CNC(=O)[C@@H]1CCCN1c1nccc(Nc2ccccc2OC)n1	-7	/	12%[87.6 µM]	-9%[87.6 µM]	-14%[172 µM]	-7%[138 µM]	i
O[C@@H]1C[C@@H](c2nc(Cc3ccc(F)cc3Cl)no2)N(Cc2cccs2)C1	21	-13%[172 µM]	37%[activator][87.6 µM]	-11%[87.6 µM]	?	-26%[174 µM]	?
CN(C)[C@@H]1C(=O)C(C(N)=O)=C(O)[C@@]2(O)C(=O)C3=C(O)c4c(O)cccc4C[C@H]3C[C@@H]12	1	/	-12%[25.6 µM]	-11%[23.9 µM]	/	/	i
Nc1c(-c2nc(-c3ccccc3Cl)no2)nnn1-c1ccccc1F	20	/	175%[activator]	-1%	/	/	/
O=C(NCc1ccc(Cl)cc1Cl)c1cccc(N2CCCS2(=O)=O)c1	9	/	-9%	-1%	/	/	/
O=S1(=O)CCCN1C1CCN(Cc2cccc3ccccc23)CC1	-15	/	5%	2%	-2%	0%	3%
C[C@@H]1CC[C@@]2(OC1)O[C@H]1C[C@H]3[C@@H]4CC[C@H]5C[C@@H](O)CC[C@]5(C)[C@H]4CC(=O)[C@]3(C)[C@H]1[C@@H]2C	5	/	-23%[2.29 µM]	17%[2.51 µM]	/	/	2.2µM*
Cc1ccc(CNC(=O)C2N(C(C)C)C(=O)C23CCCC3)o1 (stereo not drawn)	-8	-9%	6%	-8%	i	-2%	3%
CCc1cccc(NC(=O)C2CCC(CNS(=O)(=O)c3csc(C(N)=O)c3)CC2)c1 (stereo not drawn)	-7	/	10%	13%	/	/	/
CCOC(=O)c1sc(NC(=O)C2c3ccccc3Oc3ccccc32)c(C#N)c1C	27	/	4%	-3%	/	/	/
CN(C1CCc2nn(CC3CC3)c(=O)n2CC1)S(=O)(=O)c1ccc2c(c1)OCCO2 (stereo not drawn)	-6	/	-30%	-8%	-28%	?	i
CCOC(=O)c1ccc2nc(C)cc(Nc3ccc(OC(C)C)cc3)c2c1	8	/	?	-30%	/	/	/
COc1ccc(NC(=O)C2=C(C)Nc3c(C(=O)Nc4ccc(C)cc4)cnn3C2c2cc(OC)ccc2OC)cc1 (stereo not drawn)	-4	/	2%	-1%	/	/	/
O=C1c2cnc(-c3cc(F)cc(F)c3)nc2OCCN1Cc1ccc(F)cc1F	-3	-24%[172 µM]	13%[87.6 µM]	2%[87.6 µM]	?	-22%[138 µM]	i
COCc1cn(C[C@H]2C[C@@H](NS(=O)(=O)c3ccccc3)[C@H](O)[C@@H]2O)nn1	3	-4%[172 µM]	-10%[87.6 µM]	-2%[87.6 µM]	1%[172 µM]	i	-8%[88.5 µM]
Cc1cc(=O)n(CC(=O)Nc2ccc(F)cc2)c(-c2ccccc2)n1	5	-10%	-2%	8%	?	?	i
COc1ccc(NC(=O)CCN2CCN(CCO)CC2)cc1	-7	/	-19%	-21%	/	/	/
CCOCCCNC(=O)N1c2ccccc2CC1c1nc(C(C)C)no1 (stereo not drawn)	16	?	37%[activator]	-6%	-6%	-10%	i
CCCc1nc(C(=O)NC(C)c2cnn(-c3ccccc3)c2C)cs1 (stereo not drawn)	2	8%	-14%	-10%	?	?	i[11.5 µM]
O=C1NC2(CCN([S+](=O)([O-])c3ccccc3)C2)Oc2ccccc21 (stereo not drawn)	27	-1%[172 µM]	-1%[87.6 µM]	4%[87.6 µM]	?	?	i
C=C[C@]1(C)C[C@@H](OC(=O)CSC2C[C@H]3CC[C@@H](C2)N3C)[C@]2(C)[C@H](C)CC[C@]3(CCC(=O)[C@H]32)[C@@H](C)[C@@H]1O (stereo partly drawn)	33	/	/	-31%	/	/	i
COc1ccc(-c2ccc3nnc(CNC(=O)c4ccc(OC)nc4OC)n3n2)cc1	19	-13%	15%	-13%	0%	-24%	-9%
COc1ccc(-c2cc(C(=O)NCC(F)(F)F)c3c(C4CCCN4)nn(C)c3n2)cc1 (stereo not drawn)	-2	/	-2%	-2%	?	?	-4%
COc1ccc(CCC(=O)N2CCCCCC2c2nnc(-c3ccccc3)o2)cc1 (stereo not drawn)	9	4%	-5%	-28%	?	-30%	i
O=C(CN1CC2CC(C1)[C@H]1CCCC(=O)N1C2)NCc1ccc(OC(F)(F)F)cc1 (stereo partly drawn)	8	0%	-12%	-12%	-1%	-13%	2%
O=C(c1ccccn1)N1CCC(Cc2nc(C3CCOCC3)no2)CC1	0	-3%	4%	2%	0%	-3%	i
CCC1(O)CCCN(C(=O)c2coc(COc3ccc4ccc(OC)cc4c3)n2)C1 (stereo not drawn)	-2	?	?	-9%	?	?	i
Cc1ccc(C)c(N2CCN(C(=O)CN3C(=O)COc4ccc(S(=O)(=O)N5CCOCC5)cc43)CC2)c1	1	/	23%	8%	/	/	/
CCN1C(=O)C(CC(=O)NC2CCCCC2)Sc2ncccc21 (stereo not drawn)	-14	1%	64%[activator]	7%	-30%	2%	i
O=C(Nc1ccccc1)c1cnc2n1CCN(Cc1c[nH]c3ccccc13)CC2	-11	3%[172 µM]	-2%[87.6 µM]	4%[87.6 µM]	?	?	-2%[88.5 µM]
Cc1noc(-c2cn(C3CCN(C(=O)COc4ccccc4)CC3)nn2)n1	19	-8%	-10%	1%	-6%	-15%	i
CC1=NS(=O)(=O)N(Cc2ccccc2)C=C1C(=O)OCc1nc(Cc2ccccc2C)no1	0	1%	-5%	-7%	?	-24%	i
CCc1noc(CN(CC)C(=O)c2cc(-c3ccccc3)nn2C)n1	0	2%	16%	1%	-3%	?	-10%
CC(C)c1noc(-c2cccn3c(CNC(=O)c4ccccc4F)nnc23)n1	6	5%	?	-2%	3%	-10%	i
COc1ccc(C(=O)Nc2ccc(-c3noc([C@@H]4CCCN4CCCc4ccccc4)n3)cn2)cc1	12	-15%	10%	-16%	16µM*	?	1%
O=C(NC1CCN(c2cc(-c3ccc(F)cc3)[nH]n2)CC1)c1ccc2c(c1)OCO2	2	7%	18%	-1%	?	-18%	-3%
CCN(CC)C(=O)C[C@@H]1c2nc(NC(=O)c3ccco3)sc2C[C@@H]2[C@](C)(CO)[C@H](O)CC[C@]21C	-7	-8%	8%	-17%	-9%	-14%	-5%
O=C(Cc1ccsc1)N1CCCC(Cc2nc(C3CCOCC3)no2)C1 (stereo not drawn)	0	-10%	2%	-13%	-9%	-15%	i
COCCOC1CCOC2(CCN(C(=O)COc3ccc(C)cc3)CC2)C1 (stereo not drawn)	-7	-8%	-11%	-17%[12.5 µM]	3%	-9%	i
CCOC(=O)c1ccc(NC(=O)c2c(NCc3cccc(OC)c3OC)sc3c2CCC3)cc1	-21	/	12%	-11%	/	/	/
Cc1ccc2c(c1)C(N1CCN(C)CC1)=Nc1cccnc1N2	/	/	-6%	2%	/	/	i
Cn1ncc2c(-c3ccc(Cl)cc3Cl)cc(C(=O)N3CCN(c4ncccn4)CC3)nc21	4	/	-2%	-3%	32µM*	45µM*	-2%
COCCn1ccc2c(C3=CCOCC3)nc(-c3cccc(N[S+](C)(=O)[O-])c3)cc21	-11	5%[172 µM]	2%[87.6 µM]	11%[87.6 µM]	?	35µM*	?
N[C@H]1CN(C(=O)c2coc(CN3CCOCC3)c2)C[C@@H]1c1ccccc1	-2	-3%	?	0%	4%	-5%	?
O=C(NCc1cccnc1)c1nn(-c2ccccc2F)nc1CO	8	/	17%	3%	/	/	/
O=[S+]([O-])(Nc1nncs1)c1ccc2c(c1)OCCN(Cc1ccccc1)C2	-7	-7%[172 µM]	-12%[87.6 µM]	2%[87.6 µM]	-5%[172 µM]	?	1%[88.5 µM]
CCOC(=O)C1=C(C)N=C2SC=C(CC(=O)NCc3ccco3)N2C1c1cccc(OC)c1OC (stereo not drawn)	28	-8%	-25%	-4%	?	-13%	0%

# Compound profiles, from the list above:
# `CC(C)N1CC(C(=O)NCc2ccc(F)cc2)NC1=O` (stereo not drawn) in the list: IP6K1 inh = 17; Luciferase inh = /; SNCA expr inhib = 26%[87.6 µM]; HEK293 viab = -5%[12.5 µM]; HEK293 tox = -26%[172 µM]; NIH3T3 tox = -27%[138 µM]; GPT2 inhibitor = 5%[88.5 µM]
# `C=C[C@]1(C)C[C@@H](OC(=O)CSC2C[C@H]3CC[C@@H](C2)N3C)[C@]2(C)[C@H](C)CC[C@]3(CCC(=O)[C@H]32)[C@@H](C)[C@@H]1O` (stereo partly drawn) in the list: IP6K1 inh = 33; Luciferase inh = /; SNCA expr inhib = /; HEK293 viab = -31%; HEK293 tox = /; NIH3T3 tox = /; GPT2 inhibitor = i

# Only part of the results is shown; the hit share may differ from the screen's.
